Compound activity deposited in PubChem by National Center for Advancing Translational Sciences (NCATS).
SW480 rerep = A quantitative high throughput screen for small molecules that induce DNA re-replication in SW480 colon adenocarcinoma cells; SW480 DNA re-replication, Hoechst DNA content imaging, 48 h; Potency, µM (titrated, usually from 46.1 µM), for the others: at the top dose re-replication activation, usual class: activators; hit rate 1.8% among 340,000; also: potency is read from the fitted curve at half-maximal effect; % of control where 0% means no effect; nearly all actives have a fitted effect of over 55% in size
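Readout is total intensity of Hoechst-stained nuclei, excited at 405 nm and collected at 500-530 nm. Compound treatment lasted 48 hr at 37 C in 5% CO2 before staining.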
KB-V1 cytotox = qHTS assay for MDR1-selective chemotherapeutics: Primary screen using the drug-selected MDR subline cells KB-V1. AID 1347076, 2019. Potency, µM (highest dose often 46.1 µM), inactives show at the top dose activity change, negative = cytotoxicity, actives largely listed as cytotoxic. hit rate 3.4% among 400,000. KB-V1 MDR cells viability, CellTiter-Glo, 72 h; also: potency is read from the fitted curve at half-maximal effect; % is scaled to controls: 0 for no effect and ±100 for the full control effect; nearly all actives have a fitted effect of over 60% in size
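Drug-selected KB-V1 cells, grown in DMEM lacking phenol red with 10% FBS, receive compound titrations; after three days at 37 degrees C, surviving cell ATP is quantified by CellTiter-Glo luminescence and responses normalized and curve-fitted.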
HT1080 IDH1KD tx = qHTS for induction of synthetic lethality in tumor cells producing 2HG: qHTS for the HT-1080-IDH1KD cell line. HT-1080 IDH1 knockdown viability, ATP luminescence, 48 h. Potency, µM (doses to about 46.1 µM), for inactives: top-dose activity, negative = toxicity, most hits filed as cytotoxic. hit rate 2% among 360,000. AID 686971, 2013;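 also: potency is read from the fitted curve at half-maximal effect; 0% = DMSO wells and -100% = cell-free medium wells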
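In this qHTS, HT-1080 cells depleted of IDH1 are exposed for 48 h at 37 °C to compound titrations. Toxicity is scored from CellTiter-Glo luminescence, with DMSO as full viability and medium alone as none.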
KB-3-1 cytotox = qHTS assay for MDR1-selective chemotherapeutics: Primary screen using the parental adenocarcinoma cell KB-3-1. KB-3-1 viability, CellTiter-Glo ATP luminescence, 72 h. Potency, µM (highest dose often 46.1 µM), for inactives: at the top dose activity change, negative = cytotoxic, usual class: cytotoxic. hit rate 1.4% among 400,000. AID 1347075, 2019; also: potency is read from the fitted curve at half-maximal effect; % is scaled to controls: 0 for no effect and ±100 for the full control effect; nearly all actives have a fitted effect of over 60% in size
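KB-3-1 parental drug-naive adenocarcinoma cells in DMEM/10% FBS, incubated 72 h at 37 C with pin-transferred compounds across a concentration series. Viability by CellTiter-Glo luminescence; concentration-response curves fitted after normalization.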
MCF10A rereplic = A quantitative high throughput screen for small molecules that induce DNA re-replication in MCF 10a normal breast cells | MCF 10A DNA re-replication, Hoechst nuclear intensity, 48 h | Potency, µM (doses to about 46.1 µM), without a hit: at the top dose activity, positive = re-replication, most hits filed as activators | hit rate 2.9% among 350,000 | AID 624296, 2012; also: potency is read from the fitted curve at half-maximal effect; % of control where 0% means no effect; nearly all actives have a fitted effect of over 50% in size
ATXN2 expr inh = Primary qHTS for Inhibitors of ATXN expression | Potency, µM (series often up to 57 µM), inactives show top-dose activity change, negative = inhibition, hits mostly inhibitors | hit rate 0.72% among 360,000 | HEK-293 ATXN2-luciferase reporter, luminescence, 24 h; also: potency is read from the fitted curve at half-maximal effect; % is scaled to controls: 0 for no effect and ±100 for the full control effect; nearly all actives have a fitted effect of over 55% in size
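ATXN2-luciferase reporter cells (luciferase flanked by upstream and downstream ATXN2 gene portions) were treated 24 h at 37 °C with compounds at up to 57 uM. SteadyGlo luminescence gave expression; GF-AFC fluorescence gave viability.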
WRN helicase inh = qHTS for Inhibitors of WRN Helicase; Bifunctional 3'-5' exonuclease/ATP-dependent helicase WRN (Homo sapiens), Q14191; AID 651768, 2012; hit rate 0.46% among 360,000; WRN helicase unwinding, fluorescent forked duplex, kinetic; Potency, µM (top dose mostly 114 µM), without a hit: at the highest dose activity change, negative = inhibition, hits mostly inhibitors; also: potency is read from the fitted curve at half-maximal effect; % is scaled to controls: 0 for no effect and ±100 for the full control effect; nearly all actives have a fitted effect of over 55% in size
Target sequence (Q14191 whole entry, looked up): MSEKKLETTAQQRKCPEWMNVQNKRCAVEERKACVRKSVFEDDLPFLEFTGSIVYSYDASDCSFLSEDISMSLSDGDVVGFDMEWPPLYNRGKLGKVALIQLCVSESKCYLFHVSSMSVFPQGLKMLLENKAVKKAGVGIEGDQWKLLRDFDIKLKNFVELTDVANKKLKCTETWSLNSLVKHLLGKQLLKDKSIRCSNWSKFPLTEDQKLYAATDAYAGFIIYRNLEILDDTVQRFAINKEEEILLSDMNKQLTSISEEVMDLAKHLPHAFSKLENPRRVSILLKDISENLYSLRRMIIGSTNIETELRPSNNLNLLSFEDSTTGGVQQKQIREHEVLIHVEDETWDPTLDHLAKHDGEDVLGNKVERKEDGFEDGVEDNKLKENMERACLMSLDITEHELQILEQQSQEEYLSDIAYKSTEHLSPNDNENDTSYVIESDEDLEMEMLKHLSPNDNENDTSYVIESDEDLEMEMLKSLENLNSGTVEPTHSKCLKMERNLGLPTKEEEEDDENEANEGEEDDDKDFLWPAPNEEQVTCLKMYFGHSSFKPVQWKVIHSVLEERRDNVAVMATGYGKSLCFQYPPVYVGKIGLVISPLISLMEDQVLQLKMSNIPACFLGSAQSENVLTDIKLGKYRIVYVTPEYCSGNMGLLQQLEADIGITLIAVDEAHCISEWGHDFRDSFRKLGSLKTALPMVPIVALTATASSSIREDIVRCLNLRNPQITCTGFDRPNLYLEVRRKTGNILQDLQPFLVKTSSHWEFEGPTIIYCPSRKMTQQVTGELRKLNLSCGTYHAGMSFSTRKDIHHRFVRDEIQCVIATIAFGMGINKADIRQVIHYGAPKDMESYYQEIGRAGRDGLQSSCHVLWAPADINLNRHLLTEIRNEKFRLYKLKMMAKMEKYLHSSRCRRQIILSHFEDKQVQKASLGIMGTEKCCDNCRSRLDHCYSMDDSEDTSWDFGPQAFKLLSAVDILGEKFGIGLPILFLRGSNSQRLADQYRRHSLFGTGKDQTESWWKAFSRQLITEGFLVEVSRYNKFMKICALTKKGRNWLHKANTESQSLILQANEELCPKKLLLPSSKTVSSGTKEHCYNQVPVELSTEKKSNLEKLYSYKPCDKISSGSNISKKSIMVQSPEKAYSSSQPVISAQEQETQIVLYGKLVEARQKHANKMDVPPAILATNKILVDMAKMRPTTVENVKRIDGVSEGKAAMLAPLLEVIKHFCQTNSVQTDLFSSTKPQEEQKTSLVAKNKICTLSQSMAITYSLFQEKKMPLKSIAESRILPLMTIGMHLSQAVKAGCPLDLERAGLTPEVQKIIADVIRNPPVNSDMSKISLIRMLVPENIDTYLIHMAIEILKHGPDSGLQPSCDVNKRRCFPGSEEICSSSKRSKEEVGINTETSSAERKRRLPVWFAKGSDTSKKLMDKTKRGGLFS
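Screening of the MLSMR collection measured strand separation of a quenched forked DNA duplex (100 nM) by 20 nM WRN with 2 mM ATP, all final. Compounds were preincubated with enzyme 15 min at room temperature.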
IL-1B inflam inh = qHTS for Inhibitors of Inflammasome Signaling: IL-1-beta AlphaLISA Primary Screen. THP-1 LPS/ATP IL-1B secretion, AlphaLISA, 16 h; stronger effect = lower value. activity change, % at 57.5 µM. hit rate 4.7% among 360,000. AID 743279, 2014; in the data active = activity change below about -50%; inconclusive = mostly about -30% to -49%; also: % is scaled to controls: 0 for no effect and ±100 for the full control effect
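Secreted IL-1B measured by AlphaLISA bead assay after 16 h compound exposure of THP-1 cells; compounds (final up to 57.5 uM) added 1 h before LPS (250 ng/mL) and ATP (1.25 mM) stimulation; lower signal means less secretion.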
HT1080-NT tox = qHTS for induction of synthetic lethality in tumor cells producing 2HG: qHTS for the HT-1080-NT fibrosarcoma cell line | HT-1080-NT fibrosarcoma viability, CellTiter-Glo ATP luminescence, 48 h | Potency, µM (doses to about 46.1 µM), for the others: at the highest dose activity, negative = less viability, actives largely listed as cytotoxic | hit rate 1.6% among 360,000 | AID 686970, 2013;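 also: NT is the 2HG producing partner of a matched IDH1 knockdown line; potency is read from the fitted curve at half-maximal effect; 0% = DMSO-treated cells and -100% = media-only wells without cells; nearly all actives have a fitted effect of over 55% in size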
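A 48-hour cytotoxicity screen used HT-1080-NT cells plated 2 hours before compound delivery. ATP-based CellTiter-Glo luminescence measured viability, normalized to DMSO and no-cell controls.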
Numbers without * were called inactive; & = joins results of further samples; [ ] = another dose, or the depositor's remark. Unless noted, calls follow the shape of the dose curve; as a rule, active = well fitted curve in the direction sought with a large enough effect; inconclusive = small, poorly fitted or top-dose-only effect, or another doubt; inactive = no such curve, though single readings can be large; an effect the other way counts as inactive or inconclusive.

`COc1cc(C=O)ccc1OC(=O)c1ccc(C(C)C)cc1` gave SW480 rerep -7%, KB-V1 cytotox 5%, HT1080 IDH1KD tx 9%, KB-3-1 cytotox 9%, MCF10A rereplic 7%, ATXN2 expr inh 10%, WRN helicase inh -10%, IL-1B inflam inh 8 and HT1080-NT tox 2%.
For Cc1ccc(S(=O)(=O)CCC(=O)OCC(=O)NCc2ccc(F)cc2)cc1 the results were KB-V1 cytotox -11%, HT1080 IDH1KD tx 0%, KB-3-1 cytotox 0%, WRN helicase inh 13%, IL-1B inflam inh 27 and HT1080-NT tox 0%.
Screening CC1(C)OC(=O)C(=NNc2ccccc2)C(=O)O1 returned SW480 rerep 7%, KB-V1 cytotox 0%, HT1080 IDH1KD tx -6%, KB-3-1 cytotox 0%, MCF10A rereplic inconclusive, ATXN2 expr inh 1%, WRN helicase inh -4%, IL-1B inflam inh 8 and HT1080-NT tox 17%.
`CCCOc1c(OC)cccc1C1CC(=O)Nc2cc(OC)c(OC)c(OC)c21` (stereo unspecified) gave SW480 rerep 0%, KB-V1 cytotox -14%, HT1080 IDH1KD tx -6%, KB-3-1 cytotox -15%, MCF10A rereplic 1%, ATXN2 expr inh 23%, WRN helicase inh -7%, IL-1B inflam inh 20 and HT1080-NT tox -7%.
For CCOC(=O)c1sc2nc(C(C)C)c3c(c2c1N)CCC3 the results were SW480 rerep 18µM*, KB-V1 cytotox inconclusive, HT1080 IDH1KD tx 2%, KB-3-1 cytotox 14%, MCF10A rereplic 3.7µM*, ATXN2 expr inh -5%, WRN helicase inh -18%[57.1 µM], IL-1B inflam inh 32 and HT1080-NT tox 5%.
Screening COc1cc2cc(CN(C(=O)Nc3ccccc3)C3CCCC3)c(=O)[nH]c2cc1OC returned SW480 rerep -5%, KB-V1 cytotox -16%, HT1080 IDH1KD tx -7%, KB-3-1 cytotox 2%, MCF10A rereplic -5%, ATXN2 expr inh -10%, WRN helicase inh -7%, IL-1B inflam inh inconclusive and HT1080-NT tox 0%.
`Cc1cc(C)n2nc(CC#N)c(C#N)c2n1` gave SW480 rerep 2%, KB-V1 cytotox inconclusive, HT1080 IDH1KD tx 28%, KB-3-1 cytotox -2%, MCF10A rereplic 1%, ATXN2 expr inh 5%[11.3 µM], WRN helicase inh -22%, IL-1B inflam inh 16 and HT1080-NT tox 15%.
`O=c1c2[nH]c3ccc(F)cc3c2ncn1CCCN1CCOCC1` gave SW480 rerep inconclusive, KB-V1 cytotox -7%, HT1080 IDH1KD tx -30%, KB-3-1 cytotox 0%, MCF10A rereplic 3%, ATXN2 expr inh 4%, WRN helicase inh -12%, IL-1B inflam inh 8 and HT1080-NT tox -12%.
Screening CN(CC(=O)Nc1cccc(F)c1)C(=O)c1cn(-c2ccccc2)nc1-c1ccc(F)cc1 returned SW480 rerep -1%, KB-V1 cytotox 0%, HT1080 IDH1KD tx -26%, KB-3-1 cytotox 5%, MCF10A rereplic 17%, WRN helicase inh 1%, IL-1B inflam inh -25 and HT1080-NT tox -21%.
Cc1cc2ccccc2n1CCNC(=O)Cc1cccc2ccccc12 was read as SW480 rerep 3%, KB-V1 cytotox 2%, HT1080 IDH1KD tx inconclusive, KB-3-1 cytotox 0%, MCF10A rereplic -1%, ATXN2 expr inh -2%, WRN helicase inh inconclusive, IL-1B inflam inh inconclusive and HT1080-NT tox inconclusive.
For CN(C)c1ccc2c(c1)Sc1cc(N(C)C)ccc1N2C(=O)c1ccccc1 the results were SW480 rerep 29%, KB-V1 cytotox inconclusive, HT1080 IDH1KD tx -7%, KB-3-1 cytotox inconclusive, MCF10A rereplic 25%, ATXN2 expr inh -13%, WRN helicase inh -4%, IL-1B inflam inh -11 and HT1080-NT tox 2%.
CC(=O)c1c(C)[nH]c(C(=O)OCn2nnc3ccccc3c2=O)c1C was read as SW480 rerep -2%, KB-V1 cytotox -15%, HT1080 IDH1KD tx -11%, KB-3-1 cytotox -10%, MCF10A rereplic 3%, ATXN2 expr inh 9%, WRN helicase inh 3%, IL-1B inflam inh 13 and HT1080-NT tox -9%.
`COC(=O)c1cc(NS(=O)(=O)c2ccc(NC(C)=O)cc2)cc(C(=O)OC)c1` gave SW480 rerep -13%, KB-V1 cytotox 10%, HT1080 IDH1KD tx -17%, KB-3-1 cytotox 24%, MCF10A rereplic 3%, ATXN2 expr inh 25%, WRN helicase inh -16%, IL-1B inflam inh 20 and HT1080-NT tox -1%.
For COc1ccc(C(=O)NC(C)c2csc(C)n2)cc1OC1CCN(C(C)=O)CC1 (stereo unspecified) the results were SW480 rerep -15%, KB-V1 cytotox 25%, HT1080 IDH1KD tx 30%, KB-3-1 cytotox inconclusive, MCF10A rereplic 0%, ATXN2 expr inh 8%, WRN helicase inh -4%, IL-1B inflam inh 13 and HT1080-NT tox 18%.
`CN1CCN(C(=O)Cn2c(=O)oc3cc(S(=O)(=O)NCc4ccccc4)ccc32)CC1` gave SW480 rerep 1%, KB-V1 cytotox 1%, HT1080 IDH1KD tx -5%, KB-3-1 cytotox -18%, MCF10A rereplic 29%, ATXN2 expr inh -5%, WRN helicase inh -9%, IL-1B inflam inh -1 and HT1080-NT tox 3%.
`Cc1ccc(N2C(=O)C3C4CCC(O4)C3C2=O)c(OC(F)F)c1` (stereo unspecified) gave SW480 rerep -13%, KB-V1 cytotox inconclusive, HT1080 IDH1KD tx -1%, KB-3-1 cytotox 13%, MCF10A rereplic -2%, ATXN2 expr inh 9%, WRN helicase inh 0%, IL-1B inflam inh -4 and HT1080-NT tox -4%.
Screening O=C1CSC(=S)N1N=Cc1ccccc1O returned SW480 rerep 0%, KB-V1 cytotox -16%, HT1080 IDH1KD tx 7%, KB-3-1 cytotox 24%, MCF10A rereplic 8%, ATXN2 expr inh 24%, WRN helicase inh 22µM*, IL-1B inflam inh 10 and HT1080-NT tox 3%.
Screening COc1ccccc1C(=O)NNC(=O)CCCN1C(=O)/C(=C/c2cccs2)SC1=S returned KB-V1 cytotox -13%, HT1080 IDH1KD tx -19%, KB-3-1 cytotox 0%, MCF10A rereplic 12%, ATXN2 expr inh -31%, WRN helicase inh -20%, IL-1B inflam inh -6 and HT1080-NT tox inconclusive.
Screening Cc1c(C(=O)Nc2cccnc2Cl)oc2ccccc12 returned SW480 rerep 0%, KB-V1 cytotox inconclusive, HT1080 IDH1KD tx -2%, KB-3-1 cytotox -13%, MCF10A rereplic 9%, ATXN2 expr inh 69%[activator], WRN helicase inh -4%, IL-1B inflam inh 16 and HT1080-NT tox -2%.
COc1cc(C)ccc1S(=O)(=O)NC(=O)Cn1nnc(COc2ccc3c(c2)CCCC3)c1C was read as KB-V1 cytotox inconclusive, HT1080 IDH1KD tx 0%, KB-3-1 cytotox 0%, ATXN2 expr inh 19%, WRN helicase inh 8%, IL-1B inflam inh 20 and HT1080-NT tox 8%.
For COc1ccc(C(=O)n2ncc(C#N)c2N)cc1 the results were SW480 rerep 4%, KB-V1 cytotox 24%, HT1080 IDH1KD tx -2%, KB-3-1 cytotox -3%, MCF10A rereplic -7%, ATXN2 expr inh 8%, WRN helicase inh -14%, IL-1B inflam inh -4 and HT1080-NT tox 6%.
`C/C=C(\C)CN1CCN(c2cc(C)ccc2C)CC1` gave SW480 rerep -2%, KB-V1 cytotox -6%, HT1080 IDH1KD tx -1%, KB-3-1 cytotox 3%, MCF10A rereplic -8%, ATXN2 expr inh -3%, WRN helicase inh 4%, IL-1B inflam inh 21 and HT1080-NT tox 10%.
CN(C)CCNC(NC(=O)c1cccs1)C(Cl)(Cl)Cl (stereo unspecified) was read as SW480 rerep -3%, KB-V1 cytotox -12%, HT1080 IDH1KD tx 7%, KB-3-1 cytotox 11%, MCF10A rereplic -1%, ATXN2 expr inh 0%, WRN helicase inh 4%, IL-1B inflam inh 13 and HT1080-NT tox 8%.
Cc1nc(C)n(C(C)CNC(=O)c2cccc(Br)c2)n1 (stereo unspecified) was read as SW480 rerep 1%[9.22 µM], KB-V1 cytotox 27%, HT1080 IDH1KD tx 9%, KB-3-1 cytotox 5%, MCF10A rereplic -4%, ATXN2 expr inh -3%, WRN helicase inh -26%, IL-1B inflam inh 4 and HT1080-NT tox 1%.
`CCOC(=O)c1ccc(OC(=O)CCCCCN=C(N)N)cc1` gave SW480 rerep -3%, KB-V1 cytotox 12%, HT1080 IDH1KD tx 10%, KB-3-1 cytotox 0%, MCF10A rereplic -23%, ATXN2 expr inh 5%&17%&20%, WRN helicase inh -1%, IL-1B inflam inh 25 and HT1080-NT tox inconclusive.
`COc1ccccc1N(C)S(=O)(=O)c1ccc(C(=O)O)cc1` gave SW480 rerep 2%[1.84 µM], KB-V1 cytotox inconclusive, HT1080 IDH1KD tx 0%, KB-3-1 cytotox 4%, MCF10A rereplic -23%, ATXN2 expr inh 0%[2.22 µM], WRN helicase inh 1%[57.1 µM], IL-1B inflam inh 15 and HT1080-NT tox 1%.
CC(=O)Nc1ccc(NC(=O)CS(=O)(=O)c2cn(CC(=O)N3CCCCC3)c3ccccc23)cc1 was read as SW480 rerep -2%, KB-V1 cytotox -1%, HT1080 IDH1KD tx 7%, KB-3-1 cytotox 2%, MCF10A rereplic 2%, ATXN2 expr inh 3%, WRN helicase inh -3%, IL-1B inflam inh 19 and HT1080-NT tox 3%.

The order is random; about 12% have a hit in one of these screens.
